Wnt act – Wnt/beta-catenin pathway activators, primary screen, cell-based, plate reader, single point; 300,000 tested, 1.2% active; AID 743398, 2014; Wnt/beta-catenin reporter cell assay, activator; activation, % at 9.35 µM; in the data active = activation above about 30%, passing the limit was not always enough; inconclusive = no clear call, values can overlap the other calls;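 note: 0% = neutral control wells and 100% = positive control wells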
PfHsp90 yeast 2 – growth inhibition of PfHsp90-expressing yeast, primary screen, antimalarial PfHsp90 inhibitor project, S. cerevisiae, BacTiter-Glo luminescence, single point, set 2; BacTiter-Glo ATP, 48 h; yeast lacking PDR1 and PDR3 efflux regulators; inhibition, % at 9.4 µM; 310,000 tested, 0.32% active; AID 504621, 2011;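 active = every replicate shows inhibition above about 80%, whatever the replicate mean, limit read from the data; inconclusive = mean inhibition reaches the set limit but some replicate falls short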;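 note: 0% = DMSO neutral controls and 100% = 20 µM radicicol positive controls; yeast relying on Plasmodium falciparum Hsp90 in place of its own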
phage Ecoli inh – growth loss of phage-infected E. coli, primary screen, RecBCD inhibitor project, absorbance, with phage, HTS; inhibition, % at 11.9 µM; 360,000 tested, 0.26% active; AID 651602, 2012; in the data active = inhibition above about 11%
DAGLB inh – DAGLB lipase inhibitors, primary screen, biochemical, fluorescence, HTS | Diacylglycerol lipase-beta (Homo sapiens), Q8NCG7 | HEK293T DAGLB membrane lysate, EnzChek fluorogenic substrate | inhibition, % at 5.17 µM | 340,000 tested, 0.059% active; in the data active = inhibition above about 34%;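 note: 0% = enzyme with vehicle and 100% = wells lacking enzyme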
Target sequence (Q8NCG7 whole entry, looked up): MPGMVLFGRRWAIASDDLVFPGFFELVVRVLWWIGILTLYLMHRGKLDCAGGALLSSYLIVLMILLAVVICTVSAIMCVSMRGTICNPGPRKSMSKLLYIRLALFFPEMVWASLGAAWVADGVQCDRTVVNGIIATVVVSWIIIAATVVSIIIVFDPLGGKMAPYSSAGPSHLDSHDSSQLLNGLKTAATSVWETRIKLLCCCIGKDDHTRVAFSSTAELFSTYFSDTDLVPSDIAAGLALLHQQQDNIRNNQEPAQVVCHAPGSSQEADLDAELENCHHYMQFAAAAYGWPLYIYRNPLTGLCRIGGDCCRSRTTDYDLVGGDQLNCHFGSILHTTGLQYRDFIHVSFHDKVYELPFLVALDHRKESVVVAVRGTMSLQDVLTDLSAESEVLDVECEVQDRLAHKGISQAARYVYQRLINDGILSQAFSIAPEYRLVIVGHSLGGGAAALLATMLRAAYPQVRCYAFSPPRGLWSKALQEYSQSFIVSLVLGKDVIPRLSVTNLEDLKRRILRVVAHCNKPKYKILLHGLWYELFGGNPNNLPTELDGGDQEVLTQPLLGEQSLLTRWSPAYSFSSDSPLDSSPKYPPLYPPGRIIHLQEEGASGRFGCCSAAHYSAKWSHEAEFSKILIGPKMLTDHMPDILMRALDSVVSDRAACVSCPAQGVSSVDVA
E coli growth – E. coli V3065 growth inhibition, primary screen, counter-screen for AddAB inhibitor project, absorbance, OD600; inhibition, % at 11.9 µM; 330,000 tested, 0.27% active; 18 h;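 active = inhibition above the campaign's mean inhibition across all tested compounds plus 3 SD, cut at about 9.9% in these data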;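 note: uninfected addAB+ strain grown without phage in ampicillin broth; 0% = DMSO wells and 100% = ciprofloxacin 0.95 µg/ml wells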
PvdQ inh – P. aeruginosa PvdQ acylase inhibitors, primary screen, biochemical, fluorescence, plate reader and imaging, single point. PvdQ acylase [Pseudomonas aeruginosa LESB58]. purified PvdQ acylase. inhibition, % at 10 µM. 340,000 tested, 0.063% active. AID 488965, 2010; in the data active = inhibition above about 30%, passing the limit was not always enough; inconclusive = no clear call, values can overlap the other calls;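 note: 0% = vehicle neutral wells and 100% = reference inhibitor wells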
CAL PDZ FP – CAL PDZ peptide-binding inhibitors, primary screen, biochemical, fluorescence polarization, Cer-tagged CAL PDZ, HTS. purified CAL PDZ, TMR-peptide fluorescence polarization, 1 h. Golgi-associated PDZ and coiled-coil motif-containing protein (Homo sapiens), Q9HD26. AID 504414, 2011. inhibition, % at 20 µM. 330,000 tested, 0.02% active;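 active = highest replicate inhibition of at least 40%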;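 note: plate controls were DMSO neutral control wells for no effect and unlabeled competitor peptide control wells for full effect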
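Material: tagged CAL PDZ protein CerCALP, purified; buffer or medium: sodium phosphate/NaCl buffer pH 7.4 with TCEP, IgG, Thesit; also added: fluorescent TMR peptide probe; schedule: 1 h incubation at room temperature before polarization reading; technique: fluorescence polarization from S- and P-plane intensities, G-factor corrected; control set: unlabelled peptide and DMSO controls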
Rtt109 Vps75 – inhibitors of C. albicans Rtt109/Vps75 HAT, primary screen, biochemical, ThioGlo CoA-SH fluorescence, plate reader; Histone acetyltransferase RTT109 (Candida albicans (strain SC5314 / ATCC MYA-2876)), …; 330,000 tested, 0.16% active; purified Rtt109/Vps75, 4 h; inhibition, % at 34.9 µM;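 active = inhibition of at least 50% in every replicate; inconclusive = best replicate reaches 50% inhibition but some replicates fall short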
Target sequence (Q5AAJ8 whole entry, looked up): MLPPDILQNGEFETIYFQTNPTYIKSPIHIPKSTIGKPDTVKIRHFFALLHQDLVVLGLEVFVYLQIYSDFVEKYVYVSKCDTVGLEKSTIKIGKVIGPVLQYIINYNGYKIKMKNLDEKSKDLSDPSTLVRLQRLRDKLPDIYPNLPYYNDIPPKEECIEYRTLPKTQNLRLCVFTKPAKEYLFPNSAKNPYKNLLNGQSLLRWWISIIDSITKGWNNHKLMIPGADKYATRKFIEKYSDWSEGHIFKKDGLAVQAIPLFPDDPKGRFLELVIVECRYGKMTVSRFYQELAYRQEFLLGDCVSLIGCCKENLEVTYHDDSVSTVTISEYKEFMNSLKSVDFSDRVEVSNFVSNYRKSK
AddAB inh – growth inhibition of E. coli expressing H. pylori AddAB, primary screen, AddAB inhibitor project, absorbance. inhibition, % at 11.9 µM. 330,000 tested, 0.29% active. AID 435030, 2010; in the data active = inhibition above about 12%;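 note: 0% = vehicle wells of infected cells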
Tat export inh – E. coli Tat export inhibitors, primary screen, MC4100, TorA-mCherry reporter, fluorescence, single point | AID 488895, 2010 | inhibition, % at 10 µM | 340,000 tested, 0.036% active;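 active = mean replicate inhibition at least 50% and at least half of replicates individually reaching 50%; inconclusive = only one of the two criteria met; inactive = neither criterion met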;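 note: exported cargo escapes ClpAP degradation while cytoplasmic cargo is degraded and loses fluorescence; 0% = median of neutral control wells and 100% = median of NaSCN control wells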
Active calls of the source: *; ? = inconclusive; · = no result given.

SMILES	Wnt act	PfHsp90 yeast 2	phage Ecoli inh	DAGLB inh	E coli growth	PvdQ inh	CAL PDZ FP	Rtt109 Vps75	AddAB inh	Tat export inh
O=C(COC(=O)c1ccc(Br)o1)Nc1ccc(Br)cc1	1	4	1.1	-4	-1.4	-6	-0.6	7	-0.3	-12
CC(=O)Oc1ccc2c(=O)oc(-c3ccccc3C)nc2c1	-1	-13	2.2	-7	0.2	-11	-0.8	3	-0.7	-4
COc1ccc(CCN2C(=O)C(C)=C(C)C2=O)cc1OC	1	-25	2.8	-2	0.3	-11	0.3	1	-0.1	-2
COc1ccc(NC(=O)CN(C)S(=O)(=O)c2cnc[nH]2)cc1Cl	1	-31	0.1	2	2.3	-7	0.7	7	3.7	2
CC(C)n1nc(C(=O)OCC(=O)c2c[nH]c3ccccc23)c2ccccc2c1=O	·	3	2.5	-8	-0.7	8	-2.1	-9	-0.7	0
COc1ccc(/C=C2/C(=O)OCc3cc(OC)c(OC)cc32)c(OC)c1	·	5	-15	1	-0.6	-10	-2.2	?	1.1	-9
CC(CC(=O)NCCc1ccc(Cl)cc1)S(=O)(=O)c1ccc2c(c1)NC(=O)CO2 (stereo not drawn)	-4	-9	3.2	2	1.1	-12	-3.5	1	4.1	9
CSc1cccc(CN2CCN(Cc3ccccc3)C(CCO)C2)c1 (stereo not drawn)	-8	0	4.3	4	-1.8	-8	-1.8	1	1.8	0
COc1cccc(CNC(=O)CSc2nnc3c(n2)[nH]c2ccc(F)cc23)c1	1	-6	-1.8	1	-1.8	-12	-2.4	-2	2.9	9
CSCCC(C(=O)O)N1C(=O)c2ccc(C(=O)O)cc2C1=O (stereo not drawn)	·	-13	2.6	1	3.8	-9	-0.1	1	4.2	-1
CCOC(=O)CC(NC(=O)Cc1ccccc1)c1ccccc1Cl (stereo not drawn)	4	-9	1.5	-1	-1.0	-17	-0.3	5	-1.3	5
COc1ccc(C2/C(=C(\O)c3cc(C)ccc3C)C(=O)C(=O)N2CCN(C)C)cc1OC (stereo not drawn)	2	-8	2.2	4	-0.6	-9	-8.3	8	0.1	-1
Cc1ccc(Nc2nnc(C3C(=O)N(C)C4(C)CC3c3cc(Br)ccc3O4)s2)cc1 (stereo not drawn)	-3	-16	3.8	2	-3.6	-10	-0.6	-1	1.4	3
COc1ccc(NS(=O)(=O)c2cccc(C(=O)NNC(=O)c3cncc(Br)c3)c2)cc1	2	·	3.6	0	-4.0	-5	-1.7	3	-1.6	-2
Cc1c(C(Nc2ccccn2)c2ccc(Cl)cc2)c(=O)n(-c2ccccc2)n1C (stereo not drawn)	-7	·	3.5	1	0.5	-10	0.2	-4	3.0	0
CN(C)CCNC(=O)c1ccccc1-c1ccccc1	-3	6	3.8	3	-0.9	-16	-2.1	3	-2.8	1
COc1ccc(S(=O)(=O)NC(C)C(=O)NCC2CCCO2)cc1OC (stereo not drawn)	-1	17	-1.3	1	-0.3	-7	-2.0	-5	1.5	33
COCCn1c(C)cc(C(=O)COC(=O)/C=C/c2c(C)nn(C3CCS(=O)(=O)C3)c2Cl)c1C (stereo not drawn)	-1	-7	1.5	3	-2.3	-10	-2.3	4	-1.1	6
CN(CC(=O)Nc1ccccc1C(F)(F)F)C(=O)c1ccc(N2C(=O)CCC2=O)cc1	1	·	5.1	-4	-0.6	-4	-1.6	0	3.9	-2
COc1ccc(NC(=O)NCc2ccc(Cl)cc2)cc1	0	9	4.0	-3	·	-6	-2.4	-4	·	-9
CCCC(C)NC(=O)C1CCN(C(=O)C2CC(=O)N(c3ccc(C)cc3)C2)CC1 (stereo not drawn)	0	13	1.2	0	2.2	-11	-1.5	-8	2.4	-8
CCOC(=O)C(=NC1CCS(=O)(=O)C1)NNc1ccc(Br)cc1 (stereo not drawn)	-2	18	2.6	7	1.4	-1	-1.2	-13	0.2	-9
O=C1C(=O)c2ccccc2C(O)=C1c1ccccc1F	0	-33	0.8	2	-2.2	0	-0.7	-2	-1.0	-5
CCn1nc(C(=O)Nc2cccc(S(=O)(=O)N3CCCC3)c2)c2ccccc2c1=O	4	17	3.1	-7	-0.2	-16	-2.2	2	0.9	-6
O=C(NNc1ccccc1)C(=O)NNc1ccccc1	3	·	3.9	1	·	13	0.3	0	·	-3

More records follow:
SMILES	Wnt act	PfHsp90 yeast 2	phage Ecoli inh	DAGLB inh	E coli growth	PvdQ inh	CAL PDZ FP	Rtt109 Vps75	AddAB inh	Tat export inh
O=C(COc1cccc2cccnc12)N/N=C/c1cccn1-c1ccc(F)cc1	0	7	2.2	2	-1.1	-8	-3.0	13	0.8	1
CCC(=O)Nc1nc(C)c(-c2csc(Nc3cccc(O)c3)n2)s1	3	-7	0.8	-1	-0.5	18	-0.6	-7	-1.2	11
CC(=O)Nc1cccc(NC(=O)CCNC(=O)c2ccc(Cl)cc2)c1	3	4	1.5	-1	-0.6	9	-0.3	9	-0.5	-12
Cc1ccc2cc(C#N)c(NCCCNC(=O)C3CCCO3)nc2c1 (stereo not drawn)	·	30	-0.7	0	1.2	-14	-3.1	-74	2.8	-9
CCCCOC(=O)Nc1ccc(S(=O)(=O)Nn2cnnc2)cc1	·	-10	2.9	0	3.1	2	-2.3	-35	1.5	2
COc1ccc(C2Nc3ccccc3C(=O)N2Cc2ccccc2)cc1CN1CCOCC1 (stereo not drawn)	1	13	3.5	2	-1.2	-20	-0.5	-3	-0.2	-1
O=C(NCCc1ccccn1)C1CC(=O)N(Cc2ccccc2Cl)C1 (stereo not drawn)	-6	·	-0.7	1	-0.2	-14	-0.3	7	-0.5	-6
O=C(O)c1cc(-c2ccccc2)nn1CC1CC(c2cccc([N+](=O)[O-])c2)=NO1 (stereo not drawn)	-1	·	1.2	·	-3.1	·	·	·	2.3	·
CC1(C(=O)N/N=C/c2cc3c(cc2Br)OCO3)CC1(Br)Br (stereo not drawn)	1	10	2.2	2	2.0	4	-3.0	34	2.1	14
CCS(=O)(=O)c1ccc2oc(Nc3cc(Cl)ccc3OC)nc2c1	6	12	0.6	0	-3.3	-17	-3.2	-1	1.7	17
Cc1cc(NC(=O)COc2ccc([N+](=O)[O-])cc2)no1	2	10	2.3	-2	-0.5	-15	0.0	-5	-1.6	1
O=C(OC(C(=O)NCc1cccs1)c1ccccc1Cl)c1ccco1 (stereo not drawn)	-1	·	4.3	-1	-0.7	-8	-3.3	3	-0.9	7
C/C(Cc1ccccc1)=N\NC(=O)CNC(=O)c1ccc(Cl)cc1	0	2	1.9	1	0.8	-13	-0.3	-2	3.9	-6
COc1ccc(C2Nc3ccccc3C(=O)N2c2ccc(Cl)cc2)cc1Cn1cc([N+](=O)[O-])cn1 (stereo not drawn)	64*	-9	6.9	-2	-1.1	-8	-0.9	-5	1.8	-2
O=C(CN1C(=O)c2ccccc2S1(=O)=O)NCCSCc1c(F)cccc1Cl	1	-17	1.0	-1	0.8	-3	-2.4	2	2.3	3
Cc1cc(C)c2nc(SC(C)C#N)cc(C)c2c1 (stereo not drawn)	·	15	2.4	-11	0.3	-9	-0.5	-2	3.8	-6
CN(C)CCNC(=O)Cn1nc(C(F)F)cc1C1CC1	·	-1	2.0	2	1.4	3	-1.4	-2	-0.2	2
O=C(Nc1ccccc1C(=O)Nc1ccc(Cl)cc1)c1cccnc1	2	2	0.9	-3	0.1	-1	-14	0	0.0	9
CC1(C)CC(NC(=O)c2ccccc2C(=O)NC2CC(C)(C)NC(C)(C)C2)CC(C)(C)N1	-1	-13	3.2	1	0.3	-11	-0.2	2	0.6	-8
COc1ccccc1NC(=S)NC(=O)/C=C/c1cccs1	-1	·	-0.1	-6	0.7	-1	-1.1	6	0.8	-6
O=C(Oc1ccccc1Cl)c1ccccc1P(=O)(O)O	7	-15	2.4	-3	-0.4	-12	-2.1	-15	-0.8	7
Cc1cc(=O)oc2cc(OC(C)C(=O)Nc3nccs3)ccc12 (stereo not drawn)	2	-7	5.3	0	2.8	-8	-1.6	-10	1.0	-1
COc1ccccc1NC(=S)NNC(=O)c1ccccc1Br	24	-8	4.0	2	-0.6	2	0.9	·	-1.1	1
CSc1cccc(CNC(=O)CC2C(=O)NCCN2CC(C)(C)C)c1 (stereo not drawn)	-7	-29	5.3	1	-2.5	-15	-0.6	-8	1.6	-1
CS(=O)(=O)Nc1ccc(C(=O)N2CCc3ccccc3C2)cc1	-3	-8	4.0	0	-1.5	-12	·	-9	3.6	0

Next part; the last 2 above are carried over.
SMILES	Wnt act	PfHsp90 yeast 2	phage Ecoli inh	DAGLB inh	E coli growth	PvdQ inh	CAL PDZ FP	Rtt109 Vps75	AddAB inh	Tat export inh
CSc1cccc(CNC(=O)CC2C(=O)NCCN2CC(C)(C)C)c1 (stereo not drawn)	-7	-29	5.3	1	-2.5	-15	-0.6	-8	1.6	-1
CS(=O)(=O)Nc1ccc(C(=O)N2CCc3ccccc3C2)cc1	-3	-8	4.0	0	-1.5	-12	·	-9	3.6	0
CCCNc1cc(C)oc(=O)c1C(=O)CC	-8	17	3.3	-3	1.1	5	0.8	5	1.1	-1
CC(C)NC(=O)COc1ncnc2sccc12	·	10	4.8	-1	-1.5	-18	-1.9	-3	0.8	-2
CCCCC[C@H](O)/C=C/[C@@H]1[C@@H](C/C=C\CCCC(=O)O)[C@@H](O)C[C@H]1O	-2	16	4.1	1	-0.3	3	-0.2	-1	-0.1	-8
Cc1nc2ccc(NC(=O)Cc3ccccc3F)cc2s1	-1	-22	0.6	-2	2.0	7	-3.4	0	6.0	-5
CC(=O)c1cn(CC(=O)Nc2ccccc2Cl)c2ccccc12	-3	5	3.0	-4	-1.5	5	0.1	4	3.3	-5
C=CCn1c(SCC(=O)N2CCCC2)nc2cc(C(=O)NCC3CCCO3)ccc2c1=O (stereo not drawn)	·	-17	2.4	1	1.0	-2	0.2	-6	1.3	-7
CCc1ccccc1NC(=O)NC1CC2CCC(C1)N2Cc1ccco1 (stereo not drawn)	0	-12	4.4	3	-0.2	-2	-0.8	1	0.8	15
O=C1CCC(/C=C/c2ccccc2)=NN1Cc1ccccc1	0	33	2.0	-4	0.0	7	-0.3	10	3.6	-3
CC(CCc1ccccc1)NC(=O)Cc1cccs1 (stereo not drawn)	-1	-6	2.0	2	1.1	-5	0.1	10	0.7	10
OC1(c2ccc(Br)cc2)CCNCC1	·	·	2.8	1	-2.2	-8	0.5	4	-1.3	-4
COc1ccc(NC(=O)CN(C)S(=O)(=O)c2ccc(C)cc2)c([N+](=O)[O-])c1	0	-9	2.4	-2	-0.9	17	-1.9	34	1.5	1
CCCCCn1cnnc1SCC(=O)c1c(N)n(C2CC2)c(=O)[nH]c1=O	1	·	1.4	-3	·	4	-1.1	-4	·	-1
Cc1cccc(-c2ccc3c(c2)C2CC3CCN2Cc2ccc3c(c2)OCO3)c1 (stereo not drawn)	-3	12	2.4	-7	·	1	1.3	-2	·	1

Screens (PubChem)
